High-throughput results as filed in PubChem BioAssay.
CCR6 antag = blocks CCL20-driven beta-arrestin recruitment at human CCR6; AID 493098; 340,000 compounds, 0.49% hits; P51684; CHO-K1 CCR6 PathHunter beta-arrestin, luminescence, CCL20-stimulated; inhibition, % at 20 µM;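 active means compounds whose inhibition of the agonist-driven luminescence signal at 20 µM reaches about 50%, limit read from the data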;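 further: cells stimulated with CCL20 at 14 nM final; plate controls were DMSO with CCL20 for no effect and DMSO without agonist for full effect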
Jurkat NFkB inh = inhibitors of the PMA/ionomycin-induced NF-kB reporter in Jurkat cells. PMA/ionomycin-induced NF-kB luciferase reporter, luminescence. 330,000 compounds, 0.53% hits. inhibition, % at 4 µM; in the data active means inhibition above about 50%
697 NFkB inh = lowers PMA/ionomycin-induced NF-kB signal in 697 B cells. 697 B-cell NF-kB luciferase reporter, 16 h. inhibition, % at 4 µM. 330,000 compounds, 0.33% hits; in the data active means inhibition above about 35%
EBI2 block = EBI2 (human) antagonism; inhibition, % at 5 µM; AID 651636; P32249; EBI2 beta-arrestin recruitment, luminescence, 7a,25-OHC stimulated; 360,000 compounds, 0.81% hits; in the data active means inhibition above about 38%;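 further: enzyme fragment complementation signal reports receptor beta-arrestin coupling in cells; 0% = agonist plus DMSO wells and 100% = wells without agonist; some results beyond the cut were filed as inactive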
Mdm2 MdmX PPI = inhibitors of human Mdm2/MdmX interaction; O15151+Q00987; SaOS-2 split-luciferase Mdm2/MdmX complementation, luminescence; inhibition, % at 8 µM; 330,000 compounds, 3% hits;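 active means inhibition of at least 50% at 8 µM in the primary screen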
Target sequence (O15151 whole entry, looked up): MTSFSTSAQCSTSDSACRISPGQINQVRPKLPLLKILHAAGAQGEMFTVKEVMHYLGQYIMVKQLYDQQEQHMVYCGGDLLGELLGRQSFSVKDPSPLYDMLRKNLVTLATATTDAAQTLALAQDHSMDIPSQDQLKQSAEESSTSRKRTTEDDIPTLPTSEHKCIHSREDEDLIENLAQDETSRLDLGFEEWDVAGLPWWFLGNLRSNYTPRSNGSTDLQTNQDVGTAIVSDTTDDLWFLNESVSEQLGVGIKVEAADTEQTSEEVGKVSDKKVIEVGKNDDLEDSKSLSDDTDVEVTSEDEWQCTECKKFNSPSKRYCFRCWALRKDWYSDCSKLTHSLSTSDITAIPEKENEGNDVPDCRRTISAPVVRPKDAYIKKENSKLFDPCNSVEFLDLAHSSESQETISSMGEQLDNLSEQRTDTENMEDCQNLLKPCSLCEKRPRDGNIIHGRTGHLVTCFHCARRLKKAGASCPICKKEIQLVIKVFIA
Target sequence (Q00987 whole entry, looked up): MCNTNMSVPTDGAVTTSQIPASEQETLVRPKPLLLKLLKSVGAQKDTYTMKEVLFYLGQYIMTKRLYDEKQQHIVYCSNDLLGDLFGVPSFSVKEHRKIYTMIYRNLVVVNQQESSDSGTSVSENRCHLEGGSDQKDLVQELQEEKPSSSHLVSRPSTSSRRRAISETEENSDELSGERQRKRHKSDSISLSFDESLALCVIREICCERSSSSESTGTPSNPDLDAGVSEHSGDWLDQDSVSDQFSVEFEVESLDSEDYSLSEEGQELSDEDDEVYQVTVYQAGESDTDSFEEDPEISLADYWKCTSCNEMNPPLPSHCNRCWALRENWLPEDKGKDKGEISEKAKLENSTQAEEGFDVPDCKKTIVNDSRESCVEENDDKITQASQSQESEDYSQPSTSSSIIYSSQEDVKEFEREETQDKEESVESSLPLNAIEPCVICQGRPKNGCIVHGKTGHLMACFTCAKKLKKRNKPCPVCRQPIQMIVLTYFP
XBP1 UPR activ = adaptive UPR (XBP1) activation | CHO-XBP1 luciferase reporter, IRE1-XBP1 UPR activation, luminescence; percent of tunicamycin response, DMSO as zero | AID 463104 | activation, % at 20 µM | 330,000 compounds, 0.33% hits;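 active means versus positive control, 20 µM dose yields 30% or more activation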;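 further: 100% = tunicamycin at 10 µg/mL and 0% = DMSO only wells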
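Material: CHO-XBP1 cells stably carrying IRE1-XBP1-driven luciferase reporter | Medium: F12 with 10% serum | Compound dosing: 20 µM single concentration, DMSO 1% | Incubation: Overnight seeding at 37 °C, 6 h compound treatment at 37 °C | Detection: Steady-Glo luminescence read | Read-out basis: % activation of reporter signal versus tunicamycin and DMSO controls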
CHOP UPR activ = apoptotic UPR (CHOP) activation; CHO-CHOP luciferase reporter, luminescence; percent of tunicamycin response over DMSO baseline; activation, % at 10 µM; 330,000 compounds, 0.34% hits; AID 449763;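 active means at 10 µM dose, activation of 40% or more, normalized to positive control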;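 further: 100% = tunicamycin at 10 µg/mL and 0% = DMSO alone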
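System: CHO-CHOP luciferase reporter cell line; amount: 500 cells/well; buffer or medium: F12 medium containing 10% fetal bovine serum; incubation: 6 h compound exposure at 37 °C after overnight seeding; measured by: luciferase luminescence after 10 min with Steady-Glo reagent; evaluation: % reporter activation, DMSO baseline versus tunicamycin full activation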
CXCR6 block = inhibitors of human CXCR6 receptor; CHO-K1 PathHunter CXCR6 beta-arrestin, luminescence; inhibition, % at 20 µM; 360,000 compounds, 0.36% hits; in the data active means inhibition above about 34%, passing the limit was not always enough;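 further: antagonist mode with CXCL16 agonist at 10 nM final; 0% = 10 nM CXCL16 with DMSO and 100% = unstimulated wells without agonist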
Gli-Sufu antag = antagonists of Gli-Sufu signaling | Sufu-KO-LIGHT fibroblasts, Gli luciferase reporter luminescence | inhibition, % at 5 µM | 340,000 compounds, 0.74% hits | AID 588413;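 active means inhibition above about 55%, limit read from the data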;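 further: 0% = DMSO-treated cells and 100% = wells with medium but no cells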
An asterisk follows results filed as active; . = no result given.

The line under a structure holds: Gli-Sufu antag, Jurkat NFkB inh, XBP1 UPR activ, EBI2 block, CHOP UPR activ, CXCR6 block, 697 NFkB inh, Mdm2 MdmX PPI, CCR6 antag
C/C(=N\NC(=O)c1ccco1)c1cccc2ccccc12
 : 25, 6, 6, -16, -0.7, -11, 6, -1, 8
COc1ccc(OC)c(NC(=O)CCN2CCN(Cc3ccccc3)CC2)c1
 : 1, 4, 0, 0, -0.8, -8, -3, 18, 9
COc1ccc(NC(=O)CSc2nccn2Cc2ccccc2)c(OC)c1
 : 3, 14, -2, 0, 0.3, -4, -28, -8, 9
O=C(CN1CCc2ccccc21)Nc1ccc2c(c1)OCO2
 : -4, -4, -1, -9, 0.0, 6, -9, -15, 6
Cc1ccc(S(=O)(=O)NCCN=Cc2ccc(N(C)C)cc2)cc1
 : -7, 17, -6, -7, 1.7, -1, 13, 9, -13
CCc1cccc(NC(=O)NC2CCCCC2)c1
 : -12, -17, 0, 2, 2.7, -1, -22, -10, 7
Cc1ccc(CN2CCN(C(=O)CCN3C(=O)c4ccccc4C3=O)CC2)cc1
 : -3, -13, 4, -12, -1.4, 2, 5, 8, -18
Cc1[nH][nH]c(=O)c1C(c1ccc(O)c([N+](=O)[O-])c1)c1c(C)[nH][nH]c1=O
 : 5, 2, -3, -4, -1.3, 12, 10, 8, 34
Cc1ccc(-n2nc(C)c(NC(=O)COC(=O)c3ccccc3NCCO)c2C)cc1
 : 0, 3, -3, -5, 0.5, -1, -9, 1, 4
COCCCNC(=O)C1CC(=O)N(c2ccc(C)cc2)C1 (stereo not drawn)
 : 2, -35, -3, 3, -3.9, -7, -35, -12, -4
O=C(CCCCCn1c(=O)[nH]c2ccccc2c1=O)NCCc1c[nH]c2ccccc12
 : 2, 4, -1, 25, -2.5, -4, 3, 23, -4
CCc1nnc(N2C(=O)c3cccc4cccc(c34)C2=O)s1
 : -2, -1, 2, -9, -0.1, 5, 0, 3, 13
Cc1oc(-c2ccccc2)nc1CS(=O)CC(=O)O (stereo not drawn)
 : -2, 13, -2, -2, -0.1, 6, 13, -25, 9
CC(C)C(=O)Nc1ccc(Nc2ccccc2)cc1
 : -12, -42, 1, 6, 4.3, 5, -20, 4, 10
CCOC(=O)N1CCC(C(N)=O)CC1
 : 0, 10, -2, -4, -0.2, 1, -1, 2, -4
Cc1ccccc1C(=O)O/N=C/c1c(N2CCOCC2)n(C)c2ccccc12
 : 22, 33, 7, 1, 14, -14, 35, 53*, -17
COc1cc(NC(=O)C(=O)NCCN2CCNCC2)c(OC)cc1Cl
 : -11, -12, -3, 0, 0.0, 3, 5, 18, 13
O=C(Nc1ccccc1)c1cccc(=O)o1
 : 3, -12, 1, -8, 1.3, 8, -3, 3, 12
O=C(Nc1ccc(Br)c2cccnc12)c1ccc(Cn2cc([N+](=O)[O-])cn2)o1
 : 0, -5, 8, 2, 1.4, -3, -8, 13, -2
Cc1ccc(S(=O)(=O)NCCC(=O)OCC(=O)N(Cc2ccccc2)C(C)(C)C)cc1C
 : -1, 9, -7, 21, 0.9, 3, 7, 21, 25
CN(C)C=Nc1ncc2c3ccccc3n(Cc3ccccc3)c2c1C#N
 : 3, -12, 0, 17, -0.4, 7, 3, 20, 12
CC1(C)CC(=O)c2sc(N)nc2C1
 : 4, 7, -1, -4, -1.0, -5, -16, 2, -6
COc1cc(/C=N/NC(=O)C2COc3ccccc3O2)cc(OC)c1OC (stereo not drawn)
 : -2, -5, 0, 4, -0.5, -10, 19, -6, 6
O=C1C=C(N2CCCCC2)C2(CCCCC2)O1
 : -6, 2, -1, -4, -0.5, 6, 2, -28, 7
Cc1csc2ncc(C(=O)Nc3ccc(C(F)(F)F)cc3)c(=O)n12
 : 10, -3, 0, 15, 1.0, 3, -25, 16, -6
COc1ccc(CNC(=O)c2cccc3c2C(=O)N(Cc2cccnc2)C3)cc1
 : 7, -6, -1, -5, -1.2, -3, 14, 6, 16
O=C(Nc1ccc(Cl)cc1C(=O)Nc1ccccn1)c1ccco1
 : -3, 5, -2, -17, 0.2, -10, 3, -8, 13
O=C(O)c1cc(S(=O)(=O)Nc2ccc3oc(=O)sc3c2)ccc1O
 : -3, 2, -1, ., -1.5, ., -2, 12, 9
Cc1c(C(=O)OCC(=O)N(CCC#N)c2ccccc2)oc2c1ccc1ccccc12
 : 3, -18, 3, 23, -1.2, 5, -43, 16, 5
Nc1nnn(CC(=O)N/N=C/c2cccc(Cl)c2)n1
 : 1, 4, -1, 4, 0.3, 5, -2, -31, 1
CCCCCN(C(=O)CCC(=O)OCc1ccccc1C(F)(F)F)c1c(N)n(CCCC)c(=O)[nH]c1=O
 : -22, 8, 4, -3, 0.9, 13, 2, 21, 8
Cc1cccc(NC(=O)c2nc[nH]c2C(=O)N(C)Cc2ccccc2)c1
 : 0, -20, 2, -3, 4.2, 12, 4, -6, 11
CC1CCCCC12NC(=O)N(CC(=O)Nc1ccc(N3CCOCC3)cc1)C2=O (stereo not drawn)
 : -4, 1, 3, -2, 5.6, 4, -11, 4, -9
COc1ccc(/C=C/C(=O)N2CCNC(=O)C2)c(OC)c1
 : -36, -10, -2, 2, 3.4, -3, -21, -15, 5
Cc1c(C(=O)NCCSCc2ccccc2)cccc1[N+](=O)[O-]
 : 5, -13, 1, 2, -0.5, 10, -2, 14, 13
C=CCNC(=S)NN(c1ccccc1)c1ccccc1
 : -8, 4, 1, -9, 0.3, 6, 3, 13, 2
Cn1c(=O)n(Cc2ccccc2)c(=O)c2c1nc1n2CCN1Cc1ccco1
 : -2, -1, -5, 2, 2.2, 4, -4, -7, 15
O=C(Nc1nc(-c2ccccc2)nc2ccccc12)c1ccc(F)cc1
 : -5, 1, 21, -19, 15, 12, -13, 37, 10
Cc1ccccc1Nc1n[nH]c(C)c1[N+](=O)[O-]
 : -7, -11, -1, -13, -0.4, 7, -21, -3, 18
CN(C)CCNC(=O)C(=O)Nc1ccc2c(c1)N(S(=O)(=O)c1cccs1)CCC2
 : 1, 65*, 1, -14, -0.6, 4, 9, 51*, 8
O=C(N/N=C/c1ccc([N+](=O)[O-])cc1)c1ccc2nc[nH]c2c1
 : -4, 8, -4, 0, -1.0, -12, 20, 8, 6
CCCOC1CCCN(C(=O)c2cc(COc3ccc(-n4cncn4)cc3)on2)C1 (stereo not drawn)
 : 30, -5, -2, 7, 1.6, 2, -40, -19, 11
Cn1cccc1Cc1nnc(SCC(=O)N2CCOCC2)n1CCc1ccccc1
 : 5, -1, 0, -2, 0.7, -1, 8, 2, -3
Fc1cccc2sc(Nc3nc4ccccc4s3)nc12
 : -29, -103, 3, 17, 4.8, -6, -113, -132, -4
COc1ccc(Cl)cc1C(=O)Nc1ccc(S(N)(=O)=O)cc1
 : 4, -14, 2, -11, -1.4, -8, 13, 27, 15
Cc1ccc(S(=O)(=O)N2CCC(=O)N(C(COCc3ccc(Cl)c(Cl)c3)Cc3ccccc3)CC2)cc1 (stereo not drawn)
 : 35, 0, -1, ., 1.3, ., 6, 25, 9
O=C(COc1ccc(S(=O)(=O)N2CCOCC2)cc1)Nc1ccccc1Cl
 : 8, 20, 5, 7, 0.4, 1, 7, 5, 25
Cc1ccc(C2NCCS2)cc1 (stereo not drawn)
 : -28, 4, -2, -5, 0.3, -5, 21, 9, -2
O=C(CNC(c1ccccc1)c1ccccc1)Nc1ccccc1F
 : -3, -3, -2, -6, 2.4, 12, -1, -10, 20
CCOc1ccc2nc(NCCCO)[nH]c2c1
 : 4, 8, -1, -5, -0.5, -10, 4, 23, -14
Cc1nc2ccsc2c(=O)n1-c1cccc(Cl)c1
 : -1, -3, 1, 0, 0.4, -2, 17, 23, -4
COCCN(Cc1ccccc1)C(=O)C1CCN(S(=O)(=O)c2ccc3c(c2)OCCO3)CC1
 : -10, 7, -4, -5, 1.9, 0, 12, 6, 8
CC(=O)c1ccc(NC(=S)NC(=O)CC(C)C)cc1
 : -34, -20, 6, -2, 4.7, 8, -49, 22, 7
COc1cc(/C=N/Nc2nc3ccccc3[nH]2)cc(OC)c1O
 : 26, -9, -2, -15, -1.7, -23, 6, 16, -5
CCOC(=O)N/N=C/c1ccc(OCCSc2ccc(Cl)cc2)c(OCC)c1
 : 4, 20, -2, -5, 0.9, -2, -2, -3, 12
COc1ccccc1C(=O)N/C(=C/c1ccc(Br)cc1)C(=O)NCCO
 : -8, -8, -5, 4, -0.6, -4, 6, 0, -5
COC(=O)C(NC(=O)c1c(C)nn(C)c1Cl)c1ccccc1 (stereo not drawn)
 : 5, -16, -1, 0, 0.4, -6, -16, -6, 9
COc1ccc(NC(=O)c2ccc(NC(=O)COC(=O)c3cnc(C)cn3)cc2)cc1
 : -12, -66, -1, -7, 2.5, -1, -14, -22, 5
COc1ccc(NC(=O)NNC(=O)C(C)Oc2ccc3ccccc3c2)cc1 (stereo not drawn)
 : 1, -17, -3, 13, 1.0, -1, 0, -15, -14
Fc1ccc(Cl)cc1/C=N/n1cnnc1SCc1ccccc1
 : 2, -1, 2, 0, -0.4, 9, 8, -5, -15

In the list so far, ten have a Cl atom:
The line under a structure holds: Gli-Sufu antag, Jurkat NFkB inh, XBP1 UPR activ, EBI2 block, CHOP UPR activ, CXCR6 block, 697 NFkB inh, Mdm2 MdmX PPI, CCR6 antag
COc1cc(NC(=O)C(=O)NCCN2CCNCC2)c(OC)cc1Cl
 : -11, -12, -3, 0, 0.0, 3, 5, 18, 13
O=C(Nc1ccc(Cl)cc1C(=O)Nc1ccccn1)c1ccco1
 : -3, 5, -2, -17, 0.2, -10, 3, -8, 13
Nc1nnn(CC(=O)N/N=C/c2cccc(Cl)c2)n1
 : 1, 4, -1, 4, 0.3, 5, -2, -31, 1
COc1ccc(Cl)cc1C(=O)Nc1ccc(S(N)(=O)=O)cc1
 : 4, -14, 2, -11, -1.4, -8, 13, 27, 15
Cc1ccc(S(=O)(=O)N2CCC(=O)N(C(COCc3ccc(Cl)c(Cl)c3)Cc3ccccc3)CC2)cc1 (stereo not drawn)
 : 35, 0, -1, ., 1.3, ., 6, 25, 9
O=C(COc1ccc(S(=O)(=O)N2CCOCC2)cc1)Nc1ccccc1Cl
 : 8, 20, 5, 7, 0.4, 1, 7, 5, 25
Cc1nc2ccsc2c(=O)n1-c1cccc(Cl)c1
 : -1, -3, 1, 0, 0.4, -2, 17, 23, -4
CCOC(=O)N/N=C/c1ccc(OCCSc2ccc(Cl)cc2)c(OCC)c1
 : 4, 20, -2, -5, 0.9, -2, -2, -3, 12
COC(=O)C(NC(=O)c1c(C)nn(C)c1Cl)c1ccccc1 (stereo not drawn)
 : 5, -16, -1, 0, 0.4, -6, -16, -6, 9
Fc1ccc(Cl)cc1/C=N/n1cnnc1SCc1ccccc1
 : 2, -1, 2, 0, -0.4, 9, 8, -5, -15
